# mcGAS MS inh – blocks mouse cGAS cGAMP production; recombinant mouse cGAS, cGAMP by RapidFire MS; inhibition, % at 12.5 µM; actives 0.18% (n = 130,000);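 active means inhibition of cGAS enzyme activity at or above 60%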;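 further: enzyme stimulated by 45 bp dsDNA with ATP and GTP substrates; cGAMP share of summed cGAMP plus half ATP and half GTP signals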
# Target sequence (Q8C6L5 whole entry, looked up): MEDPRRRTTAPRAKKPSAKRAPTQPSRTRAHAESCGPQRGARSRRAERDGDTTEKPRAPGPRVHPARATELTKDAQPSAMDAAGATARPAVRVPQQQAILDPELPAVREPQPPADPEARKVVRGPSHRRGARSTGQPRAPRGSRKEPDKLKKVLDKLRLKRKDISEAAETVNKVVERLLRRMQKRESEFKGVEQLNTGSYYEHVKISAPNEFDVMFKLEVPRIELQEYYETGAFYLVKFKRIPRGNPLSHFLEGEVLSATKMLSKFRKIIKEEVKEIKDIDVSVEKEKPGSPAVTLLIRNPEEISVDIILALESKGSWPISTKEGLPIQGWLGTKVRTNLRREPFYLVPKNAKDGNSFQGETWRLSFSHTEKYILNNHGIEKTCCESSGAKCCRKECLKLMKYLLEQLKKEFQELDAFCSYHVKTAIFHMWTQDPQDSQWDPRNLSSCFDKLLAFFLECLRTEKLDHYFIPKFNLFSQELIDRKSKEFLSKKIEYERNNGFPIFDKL
# Starred values were filed as active, the others as inactive; & = joins results of further samples. An excerpt, so the mix of outcomes need not match the whole.
mcGAS MS inh	Compound
-0.9	O=C1NCCN(Cc2cccc3ccccc23)C1CC(=O)N1CCCC1 (centres undefined)
-14.4&-3.6&2.4	CN(C)CCCN1c2ccccc2CCc2ccccc21
-6.8	CCC(C)n1c(=S)[nH]c2sc3c(c2c1=O)CCCC3 (centres undefined)
-14.1	CN(C)c1ccc2c(c1)C(=O)C(=C1N(C)c3ccccc3C1(C)C)P2(=S)N1CCOCC1 (centres undefined)
-7.9	COCCNC(=O)c1coc(N2CCN(Cc3ccccc3C#N)C2=O)n1
-28.3	N=c1c2c(-c3ccccc3)c(-c3ccccc3)n(Cc3ccco3)c2ncn1CCCn1ccnc1
5.2	CNc1nc(N2CCN(c3ncccn3)CC2)nc2c1C(=O)CC(C)(C)C2
-4.2	Cc1cc(-n2c(C)cc(C(=O)CSc3nnc(NC4CC4)s3)c2C)no1
-2.2	O=C(NCCc1ccccc1)C(C1CCCC1)N1CCN(C(=O)c2cccc(Br)c2)CC1 (centres undefined)
-1.8	CCc1cc(C(=O)Nc2cccnc2N2CCOCC2)sc1C
-6.2	Cc1cc(C)c(OS(=O)(=O)CCCF)c(C)c1
-3.4	CC(C)(C)n1ncc2c(=O)n(NC(=O)Cc3ccc([N+](=O)[O-])cc3)cnc21
-1.1	Cc1[nH]nc2ncc(C(=O)N3CCC(OCc4ccccc4)CC3)cc12
-3.0	CCCn1cc(C(=O)CSc2ncc(C#N)c(N)n2)c2ccccc21
-11.2	C=CC[C@@H]1CC=C[C@@H](c2ccccc2)N1C(=O)c1ccc(=O)n(C)c1
-5.4	Cc1cc2cc(C(=O)N3CCC4(CCCN(CC5CC5)C4)C3)ccc2o1 (centres undefined)
-0.2	Fc1ccc(C(NCc2ccnc(Cl)c2)C2CCC2)cc1 (centres undefined)
0.1	CCN(CC)Cc1cnc2c(C(=O)N3CCCOCC3)cnn2c1
-7.2	CC(C)c1cccc(OS(=O)(=O)c2ccc(Cl)s2)c1
-4.3	COc1ccc(CC(=O)N2CCOC(COc3cccc(C(F)(F)F)c3)C2)cc1F (centres undefined)

# Next section:
mcGAS MS inh	Compound
-18.8	CN(CC1CCCCO1)C(=O)c1cn[nH]c1-c1cccc(F)c1 (centres undefined)
6.7	CCOc1ccc(Oc2cc(C)nc(SC)n2)nn1
-12.3	CCN(C(=O)c1ccc2oc(C)cc2c1)C1CCOC(C)(C)C1 (centres undefined)
-40.5	CC(C)c1noc(CN2CCCC(C3(C)NC(=O)NC3=O)C2)n1 (centres undefined)
2.0	Cc1cc(C(F)(F)F)c(C#N)c(SCC(N)=O)n1
-17.1	O=c1c2ccccc2[nH]c(=S)n1C1CC1
-4.2	COc1c(C)cc(C(=O)N2CCOC(Cc3ccccc3)C2)cc1C (centres undefined)
-5.5	NC(=O)c1c(F)cccc1-n1ccc(-c2cccnc2)n1
-11.4	Cc1nc(C(=O)N(C)C)ccc1C(=O)OCc1ccc(Cl)s1
1.6	O=C(c1ccco1)N1CCC(C(=O)N2CCN(S(=O)(=O)c3ccccc3F)CC2)CC1
52.5	c1ccc2c(c1)CCN(c1ncnc3sc4c(c13)CCCC4)C2
-29.4	COc1cc(CN2CCCC(OCc3ccccn3)C2)cc2c1OCO2 (centres undefined)
-10.0	Cc1cc(C(F)(F)F)nc(CNC(=O)c2cccc3ccnn23)n1
-7.2	Cn1c(CC(N)=S)nc2ccccc21
-30.0	Cn1nc(C2CC2)c2c1NC(=O)CC2c1ccc(CN2CCCCC2)s1 (centres undefined)
7.9	COc1ccc(CN2CCNC(=O)C2CC(=O)NCCc2c[nH]c3ccccc23)c(OC)c1 (centres undefined)
-9.1	CCCC(=O)C1=C(c2ccc(Br)cc2)N(C(=O)CCC)n2c(C)nnc2S1
-8.9&-1.0&4.5&11.1	CCN(CC)CCOCCOC(=O)C1(c2ccccc2)CCCC1
-9.6	CCOc1ccccc1NC(=O)c1cccc(CN2CCCC2=O)c1
3.7	COc1ccc(N2C(=O)CC(NCc3ccc(Cl)cc3)C2=O)cc1 (centres undefined)

# (further entries)
mcGAS MS inh	Compound
-26.1	CN1C[C@H](NC(=O)Nc2ccccc2Oc2ccccc2)C[C@H]1CO
-5.2	COc1ccc(-c2coc3c(O)c(OC)ccc3c2=O)cc1
-7.2	O=C(Nc1cccc(-c2ccc3c(c2)OCCO3)n1)c1cn[nH]n1
-8.8	CC(C)c1noc(C2CCCN(S(=O)(=O)NCc3ccccc3)C2)n1 (centres undefined)
-6.3	O=S(=O)(Nc1ccc2ccccc2c1)c1ccc2c(c1)OCCO2
-0.2	CNc1cc(-c2cccc(S(C)(=O)=O)c2)ncn1
-1.0	CCC(=O)Oc1ccc2c(-c3cc4cccc(OC)c4oc3=O)cc(=O)oc2c1
-14.5	O=C(CCC(=O)NC1CCCC1)NCc1cnc2ccccc2c1
-0.3	O=C(Nc1cc(S(=O)(=O)N2CCOCC2)ccc1N1CCOCC1)c1cccc2ncccc12
-9.5	COc1ccc(-n2ccnc2CN2CCC3(CC2)CN(C)CCN3C)cc1
11.0	C#CCNC(=O)CN(C)C(C)c1ccc(Cl)cc1 (centres undefined)
-4.7	CCOC(=O)c1nc(C(=O)OCC)nc(C(=O)OCC)n1
-3.1	N#CC1(c2ccc(OCc3ccccc3)cc2)CC(=O)N1Cc1ccccc1 (centres undefined)
-3.7	CCOc1cc(C)c(S(=O)(=O)N2CCCC2)cc1C(C)C
-5.4	c1cc(N2CCOCC2)ccc1Nc1c2c(nc3nncn13)CCC2
-6.8&3.4	CN(CCC1CCOCC1)C(=O)CC1C(=O)NCCN1Cc1cccc2ccccc12 (centres undefined)
-9.0	CC(C)CCNC(=O)NC(=O)CN1C(=O)NC2(CCCCC2)C1=O
-7.1	COc1cc(O)c(C(=O)/C=C/c2ccc(OC)c(O)c2)c(OC)c1
0.7	CCC(=O)Nn1cnc2scc(-c3ccc(C)cc3)c2c1=O
-6.8	N=c1oc2c3c4c(cc2cc1C(=O)Nc1ccc(F)c(Cl)c1)CCCN4CCC3

# (more compounds)
mcGAS MS inh	Compound
-3.3	Cn1c(=O)c2c(nc(CN3CCOCC3)n2CCN2CCOCC2)n(C)c1=O
-0.9	Cc1ccc(Nc2nc(N)nc(COc3ccc(F)cc3)n2)cc1
-2.2	COc1ccc(NC2CCCN(C(=O)C3=CCCCC3)C2)cc1OC (centres undefined)
-9.7	COc1ccc(N2C(=S)N(c3ccc(F)cc3)C3CS(=O)(=O)CC32)cc1 (centres undefined)
-11.1	Cc1nn(C)c(C)c1C(=O)Nc1cccc2c1CCCC2
-6.3	O=c1cc(CSc2nc3ncccc3[nH]2)nc2ccccn12
46.9	C=CCn1c(SCC#N)nc2sc3c(c2c1=O)CCCC3
9.0	COCc1nnc(NC(=O)c2ncn[nH]2)s1
-9.7	CC(=O)N1C2C=CC(C2)C1(C(F)(F)F)C(F)(F)F (centres undefined)
3.5	O=C(NC1(c2ccc(Br)cc2)CCOCC1)c1cnc(Cl)c(Cl)c1
-15.9	CCC(CO)N(Cc1ccco1)C(=O)c1scc2c1OCCO2 (centres undefined)
3.8	CCOC(=O)c1ccc(NC(=O)CSc2nnc(NC(=O)COc3ccc(Cl)cc3)s2)cc1
-17.4	CC(C)c1cccc(-c2ccc3c(c2)N(CCN2CCOCC2)C(=O)COC3)c1
-11.6	Fc1ccc(-c2cn3cccnc3n2)cc1
-10.6	O=C(NC(Cn1ccnc1)c1ccccc1)c1ccc2[nH]c(=O)[nH]c2c1 (centres undefined)
7.9	COC(=O)c1ccc(CN2C(=O)C(Cc3ccccc3)ON=C2C2CCCC2)o1 (centres undefined)
1.7	Cc1cc(=O)n2[nH]c(NC(=O)c3ccccc3C)nc2n1
-3.4	COc1ccc(C(=O)N/N=c2\oc3ccc(OC)cc3cc2-c2nc3ccccc3[nH]2)cc1
-31.8	CC(C(=O)NCCc1cccs1)N1CCC(n2ccnc2)CC1 (centres undefined)
-22.2	COc1ccc(C)cc1NC(=O)Cn1ccnc1-c1nccn1C

# Remaining list, next part.
mcGAS MS inh	Compound
-5.6	COc1cccc(N2CCN(C(=O)c3cc(=O)c(OC)co3)CC2)c1
-10.4	CCCc1cc(C(=O)N(C)CC2CCN(CCc3ccc(Cl)cc3)CC2)no1
-5.3	COCCN(C)c1ncnc(N2CCN(C)CC2)c1N
17.8	Cc1ccc(-c2nc(C=Nc3cccc(C(=O)N(C)c4ccccc4)c3)c(O)o2)cc1
-9.6	COc1ccc(C(=O)N2CCc3c(nc(C)[nH]c3=O)C2)c(OC)c1OC
-4.8	Cc1ccc(C2=N/C(=C/C=C/c3ccccc3)C(=O)O2)cc1C
-1.4	COc1ccc(C(=O)NC(C)c2cnn(-c3ccccc3C)c2C)o1 (centres undefined)
-3.5	CCOC(=O)Cc1nnn(CC(=O)OCC)n1
-3.3	Cc1ccccc1NCCC(=O)Nc1ccc(C)c(S(=O)(=O)N2CCCCC2)c1
-6.7	CCc1cnc2c(c1NCCN1CCOCC1)c(=O)n(C)c(=O)n2C
-12.6	COc1ccccc1CN(C(=O)c1ccc(C)c(N2CCNC2=O)c1)C1CC1
-4.8	Cc1cccc2cc(C(=O)NCCCCN3CCCC(C)C3)oc12 (centres undefined)
-6.2	CNC(=O)CN(C(=O)C1CSc2ccccc21)c1ccccc1C (centres undefined)
-2.6	c1ccc(CN(Cc2nc(-c3ccccc3)no2)CC2CC2)cc1
-7.4	COc1ccc(CCC(=O)N2CCCC(Nc3ccc(C)c(C)c3)C2)cc1OC (centres undefined)
5.6	C[C@H](C(=O)NCCc1ccccc1)N1Cc2ccc(Nc3ncccn3)nc2C1=O
-11.6	O=C(c1ccccc1-c1ncc[nH]1)N1CCCCC1CCn1cccn1 (centres undefined)
-1.8	Cc1nc(C)c2c(C)c(CNCCN3CC(C)OC(C)C3)sc2n1 (centres undefined)
-2.9	CCCNC(=O)CSc1nnnn1C1CC1
-4.1	Cn1c(=NC(=O)CSCC(=O)Nc2nccs2)sc2ccccc21

# Later entries:
mcGAS MS inh	Compound
0.7	Cc1ccc2c(c1)N(C)C(=O)c1cc(NS(=O)(=O)CCc3ccccc3)ccc1O2
-4.4	CC(C)(C)OC(=O)N1CCC(Oc2ccccc2)(C(=O)Nc2cc(F)cc(F)c2)CC1
-5.6	O=C1CCCCC1C1COCCN1C(=O)/C=C/c1cccnc1 (centres undefined)
-3.2	CCCc1nc(C(=O)N2CCCC3(CN(C)C(=O)O3)C2)cs1 (centres undefined)
-3.6	COCC(=O)Nc1ccc(-c2ncc(C(C)C)o2)cc1
-33.6	Cc1ccoc1C(=O)N1CC(c2ccccn2)C1
-9.9	COc1ccc(C2=Nc3ncnn3C(c3ccc(OC)cc3OC)C2)cc1 (centres undefined)
-3.4	O=c1[nH]nc2n1-c1c(cc(NCc3ccco3)c(Cl)c1[N+](=O)[O-])OC2
-10.8	Cc1cc(NC(=O)C(c2cccc(F)c2)N2CCOCC2)ccc1-n1cnnn1 (centres undefined)
-7.9	O=C(NC1(c2ccc(Cl)cc2)CCOCC1)c1ccccn1
3.5	O=C(CN1CCCCCC1=O)N1CC=C(c2c[nH]c3cc(F)ccc23)CC1
-6.0	COC(=O)CSc1nc2ccccc2c(=O)n1-c1ccc(C)cn1
-6.9	O=C(CCCNC(=O)C1CC1)NC1CCCCC1Oc1ccccc1 (centres undefined)
-12.1	COCc1nn2c(nnc3c(=O)n(C4CCCC4)ccc32)c1-c1ccccc1
-14.6	CCOC(=O)C(NS(=O)(=O)c1ccc(C)cc1)(N1CCCC1=O)C(F)(F)F (centres undefined)
-11.1	Cc1cc(S(=O)(=O)N2CCCC(CNC(=O)c3cccnc3)C2)c(C)s1 (centres undefined)
-10.9	Cc1ccc(N2C(=O)CC(N3CCC(Cc4ccccc4)CC3)C2=O)cc1Cl (centres undefined)
2.2	CN(C)S(=O)(=O)c1ccc(Cl)c(C(=O)NC2CCS(=O)(=O)C2)c1 (centres undefined)
-11.3&-2.1	Cc1cnc(C(NC(=O)c2cc(F)ccc2C)C2CC2)s1 (centres undefined)
-8.0	Cc1cc(C)n(CCCNC2CCN(CC(C)C)CC2)n1

# Following part.
mcGAS MS inh	Compound
2.4	CC1C(=O)N(c2ccc3c(c2)OCO3)CCN1C(=O)Nc1ccccc1 (centres undefined)
-1.7	COc1ccc(C(=O)c2cc(C(=O)c3ccccc3)n(CC(=O)O)c2)cc1
-13.8	O=C(C[C@@H]1C[C@@H]2C=C[C@H]1C2)N1CCc2c(nc(-c3cccnc3)[nH]c2=O)C1
17.9	Cc1nc(NCC(c2cccs2)N(C)C)c2c3c(sc2n1)CCCC3 (centres undefined)
-16.1	CC(=NNc1cc(C)nc2ncnn12)c1ccco1
-10.9	C=C=C/C=C/C=C\Oc1ccc(CO)cc1O/C=C\C=C\C=C=C
4.8	Cc1nn(S(=O)(=O)N2CCCCCC2)c(C)c1Cl
-4.2	CC(=O)Cn1c(=O)c2c(nc3n2CCCN3c2cc(C)cc(C)c2)n(C)c1=O
-6.4	O=C(NCc1ccccc1)c1cc(N2CCC[C@@H]2CO)ccn1
-1.7	COc1cccc(C(=O)n2sc(=O)c3ccccc32)c1
-3.8	O=C(NCCn1ncccc1=O)c1c(F)cccc1Cl
-13.2&3.5&14.6	Cc1ncc([N+](=O)[O-])n1CC(C)O (centres undefined)

# In another format: entries from further up.
Structure,mcGAS MS inh
O=C(C[C@@H]1C[C@@H]2C=C[C@H]1C2)N1CCc2c(nc(-c3cccnc3)[nH]c2=O)C1,-13.8
COc1ccc(C(=O)c2cc(C(=O)c3ccccc3)n(CC(=O)O)c2)cc1,-1.7
C=C=C/C=C/C=C\Oc1ccc(CO)cc1O/C=C\C=C\C=C=C,-10.9
CC1C(=O)N(c2ccc3c(c2)OCO3)CCN1C(=O)Nc1ccccc1 (centres undefined),2.4
COc1cccc(C(=O)n2sc(=O)c3ccccc32)c1,-1.7
CC(=O)Cn1c(=O)c2c(nc3n2CCCN3c2cc(C)cc(C)c2)n(C)c1=O,-4.2

# Another view of some results above:
SMILES,mcGAS MS inh
COc1ccc(C(=O)c2cc(C(=O)c3ccccc3)n(CC(=O)O)c2)cc1,-1.7
O=C(C[C@@H]1C[C@@H]2C=C[C@H]1C2)N1CCc2c(nc(-c3cccnc3)[nH]c2=O)C1,-13.8
Cc1nc(NCC(c2cccs2)N(C)C)c2c3c(sc2n1)CCCC3 (centres undefined),17.9
CC(=NNc1cc(C)nc2ncnn12)c1ccco1,-16.1
C=C=C/C=C/C=C\Oc1ccc(CO)cc1O/C=C\C=C\C=C=C,-10.9
